# NR2E3 ag-1: activates human NR2E3 receptor. Q9Y5X4. CHO-S Gal4-NCOR/VP16-NR2E3 two-hybrid, luciferase. inhibition of corepressor binding, % at 3.98 µM. 0.35% of 360,000 active. AID 602229;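 active = inhibition above the mean of all tested compounds plus 3 SD, cut at about 70% in these data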;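 also: 0% = DMSO with NR2E3 transfected cells and 100% = cells lacking NR2E3 construct; higher means lower luciferase signal from less NR2E3 corepressor binding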
# Target sequence (Q9Y5X4 whole entry, looked up, the tested form may be a part): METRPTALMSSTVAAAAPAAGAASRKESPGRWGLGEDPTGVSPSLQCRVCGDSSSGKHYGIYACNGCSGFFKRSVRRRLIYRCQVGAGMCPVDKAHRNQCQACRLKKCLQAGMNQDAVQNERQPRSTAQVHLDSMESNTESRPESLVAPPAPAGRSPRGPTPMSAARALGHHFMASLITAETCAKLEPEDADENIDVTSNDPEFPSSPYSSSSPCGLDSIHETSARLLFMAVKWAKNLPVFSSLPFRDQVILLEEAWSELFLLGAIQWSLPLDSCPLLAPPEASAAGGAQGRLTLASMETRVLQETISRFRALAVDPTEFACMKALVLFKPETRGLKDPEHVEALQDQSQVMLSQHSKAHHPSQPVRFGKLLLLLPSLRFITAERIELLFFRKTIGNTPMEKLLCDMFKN
# C8 TRAIL sens: sensitizes caspase-8 expressing cells to TRAIL; inhibition (viability loss, TRAIL sensitization), % at 10 µM; 1% of 360,000 active; NB7+C8 cells + TRAIL, ATPlite viability luminescence; AID 624354;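 active = compounds causing at least 50% loss of cell viability in the single-dose screen, relative to plate controls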
# CF NFkB block: blocks PAF-induced NF-kB reporter in cystic fibrosis cells | KKLEB NF-kB-GFP reporter, GFP fluorescence overnight | inhibition, % at 5 µM | 0.86% of 360,000 active | AID 588850;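 active = at least 50% inhibition at 5 µM, scaled per plate between neutral and stimulator controls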;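 also: PAF is a Pseudomonas aeruginosa culture filtrate used as stimulus; plate controls were PAF-stimulated DMSO wells for no effect and unstimulated DMSO wells for full effect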
# MITF TRPM1 inh: reduces MITF-dependent TRPM1 promoter luciferase signal. SK-MEL-5 TRPM1 promoter luciferase, 24 h. inhibition, % at 12.5 µM. 0.83% of 330,000 active. AID 488899;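 active = mean inhibition across replicates of 60% or more, whatever share of single replicates reaches that level; inconclusive = some that reach 60%, reason not given; inactive = mean inhibition across replicates below 60%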; also: values of inactives mirror those of a sister screen read the other way
# TWEAK Fn14 block: inhibitors of TWEAK-Fn14 interaction signaling. TWEAK-stimulated Fn14 reporter cells, luciferase luminescence, 8 h. inhibition, % at 10 µM. 2% of 360,000 active. AID 1159606; in the data active = inhibition above about 50%
# Shn3 3UTR inh: reduces Shn3 3'UTR luciferase signal in osteoblasts; Clone20 osteoblast Shn3 3'UTR firefly luciferase, 24 h; inhibition, % at 12.5 µM; 0.52% of 360,000 active;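 active = mean inhibition of at least 75% with every replicate also reaching 75%; inconclusive = mean inhibition at least 75% but some replicate below; inactive = mean inhibition below 75%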;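 also: 0% = median of neutral control wells and 100% = pilot-screen positive control compound; some compounds past the cut are filed as inactive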
# Peg3 promoter: reduces Peg3 promoter-driven luciferase expression in HeLa. HeLa PEG-Prom luciferase reporter, luminescence, overnight. inhibition, % at 20 µM. 1.7% of 360,000 active;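 active = inhibition of at least 50% at 20 µM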
# KKLEB cytotox: counter-screen for CF NF-kB inhibitors: cytotoxicity. AID 602141. 0.36% of 360,000 active. KKLEB CF airway cells viability, ATPlite luminescence, overnight; stronger effect = lower value; cells stimulated with P. aeruginosa culture filtrate. activity change (cytotoxicity), % at 5 µM;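 active = corrected activity change at or below -50% at 5 µM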
# HIF-2a inh: inhibitors of HIF-2a. 786-0 RCC cells HIF-2a reporter, luciferase luminescence, overnight. inhibition, % at 18.8 µM. 0.72% of 360,000 active;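 active = inhibition of the luminescence signal of 40% or more relative to plate controls, in a single-dose primary screen at 18.75 µM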
# TROY signal inh: TROY signaling inhibition; Q293 LMP1-TROYcd NF-kB luciferase reporter, 4 h; 0.98% of 360,000 active; inhibition, % at 10 µM;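 active = compounds whose plate-normalised and pattern-corrected inhibition of the luciferase reporter signal at the single screening dose is 50% or more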
# NR2E3 ag-2: activates human photoreceptor nuclear receptor NR2E3; GST-NR2E3/biotin-RetCOR TR-FRET, 1536-well; AID 2300; Q9Y5X4; 0.12% of 320,000 active; inhibition of corepressor binding, % at 4.78 µM;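 active = percent inhibition above the cutoff of mean plus 3 SD of all tested compounds, set per screening campaign, cut at about 20% in these data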;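 also: 0% = DMSO wells and 100% = biotin wells as full block of FRET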
#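 System: GST-NR2E3 and biotin-RetCOR proteins; probe or stimulus: 7 nM biotin-RetCOR; doses: compound at 4.8 µM, single dose; schedule: Compound–protein incubation for 5 h at 4 °C; detection: time-resolved FRET; read-out: percent inhibition; controls: biotin wells as high control, 0.6% DMSO wells as low control; format: 1536-well plates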
# * hit, by the source's call; u = inconclusive; x = not tested or not shown; & = joins results of further samples. The list is partial (hit frequency here may not be typical).
SMILES,NR2E3 ag-1,C8 TRAIL sens,CF NFkB block,MITF TRPM1 inh,TWEAK Fn14 block,Shn3 3UTR inh,Peg3 promoter,KKLEB cytotox,HIF-2a inh,TROY signal inh,NR2E3 ag-2
Cc1cccc(-c2c3c(=O)n(C)c(=O)n(C)c3cn2-c2ccc(O)cc2)c1,13,-14,6,-4,-11,-16,15,9,2,-23,3
COc1ccc(/C=c2\s/c(=C/C(=O)c3ccc(C)cc3)[nH]c2=O)cc1OC,0,5,-13,-2,-20,3,-20,-8,-22,-15,2
c1ccc(Cn2c(CNc3nc4ccccc4n3CCN3CCCCC3)nc3ccccc32)cc1,13,12,-12,15,-16,-17,4,-2,15,-9,7
CC(C)Oc1ccc(C(=O)O)c(C(=O)O)c1,3,5,-2,5,15,-1,13,7,-4,-2,3
CN(C1CCCCC1)C(CNS(=O)(=O)c1ccc(Cl)cc1)c1ccccc1 (stereo not drawn),-18,8,25,11,-12,6,-5,-34,8,4,0
COc1ccc(N2CCN(C(=O)CSc3nc4nc(C)cc(C)n4n3)CC2)cc1,-13,-8,-14,-4,15,7,13,-15,17,1,4
CCOC(=O)C1CCCN(CCC(=O)Nc2ccccc2C)C1 (stereo not drawn),-11,-6,20,-2,12,1,10,-17,17,-11,1
O=C(OCC(=O)c1c[nH]c2ccccc12)c1ccco1,-2,0,1,-42,-7,-58,-231,5,-52,-35,3
Cc1cccc(Oc2coc3cc(OC(=O)c4cncc(Br)c4)ccc3c2=O)c1,-44,-7,-10,-4,-30,-45&-73,-95,4,-46,-69,1
COC(=O)c1ccc(C[n+]2ccccc2)cc1,-8,-10,2,1,9,-2,4,2,20,-28,0
CC(NCc1nc2ccccc2n1C)C12CC3CC(CC(C3)C1)C2 (stereo not drawn),-7,-17,-3,-6,-8,23,1,-20,5,20,0
C=CCn1c(C(CCC(C)C)CC(C)(C)O)n[nH]c1=S (stereo not drawn),-10,15,0,-16,18,1,-14,0,4,1,-3
CCN(CC)C(=O)CN1C(=O)c2cccc3cccc(c23)C1=O,-12,0,-6,-5,-4,14,21,10,8,7,3
CCC(C)NC(=O)Cn1c(-c2ccccc2)cc(C(C)=O)c1C (stereo not drawn),3,-4,-2,-5,-23,-10,-7,3,2,-7,-1
CNC(=O)c1c(C)noc1C,-18,1,-10,0,2,2,11,5,3,-44,2

# 3 neighbouring records from above, quoted:
SMILES,NR2E3 ag-1,C8 TRAIL sens,CF NFkB block,MITF TRPM1 inh,TWEAK Fn14 block,Shn3 3UTR inh,Peg3 promoter,KKLEB cytotox,HIF-2a inh,TROY signal inh,NR2E3 ag-2
Cc1cccc(-c2c3c(=O)n(C)c(=O)n(C)c3cn2-c2ccc(O)cc2)c1,13,-14,6,-4,-11,-16,15,9,2,-23,3
COc1ccc(/C=c2\s/c(=C/C(=O)c3ccc(C)cc3)[nH]c2=O)cc1OC,0,5,-13,-2,-20,3,-20,-8,-22,-15,2
c1ccc(Cn2c(CNc3nc4ccccc4n3CCN3CCCCC3)nc3ccccc32)cc1,13,12,-12,15,-16,-17,4,-2,15,-9,7

# Later entries.
SMILES,NR2E3 ag-1,C8 TRAIL sens,CF NFkB block,MITF TRPM1 inh,TWEAK Fn14 block,Shn3 3UTR inh,Peg3 promoter,KKLEB cytotox,HIF-2a inh,TROY signal inh,NR2E3 ag-2
COC(=O)CSc1n[nH]c(=S)s1,18,-1,5,10,-5,-2,-7,5,12,12,1
Cc1ccc(NC(=O)C2CCCN(S(=O)(=O)c3cnc[nH]3)C2)c(Br)c1 (stereo not drawn),-11,-6,18,-10,11,25,-20,-26,-20,-8,0
CCCCN(C(=O)c1ccccc1F)c1c(N)n(CCC)c(=O)[nH]c1=O,-42,-7,-12,19,30,3,73*,0,10,-1,2
CCOC(=O)Nc1ccc2c(COC(=O)CN(C)S(=O)(=O)c3ccc(C)cc3)cc(=O)oc2c1,-16,17,-19,-39,-30,-21,-27,5,-53,1,1
Cc1ccccc1Sc1ncnc2onc(C)c12,5,5,7,10,32,-12,6,4,9,19,3
Cc1ccc(C)c(-n2c(CNC(=O)c3ccco3)nnc2SCC(=O)Nc2nnc(C)s2)c1,-10,-4,5,7,11,-32,3,12,8,8,5
CC(=O)NC1C(OCc2ccccc2)OC(COC(C)=O)C(OC(C)=O)C1OC(C)=O (stereo not drawn),-10,-1,-3,-4,1,-1&-12,4,-4,16,-18,-1
O=C(NCCC1=CCCCC1)c1ccc(=O)oc1,8,-10,0,0,-21,4,12,9,2,2,-1
COc1ccc(N2CCN(C(c3ccc4ncccc4c3)c3nnnn3C(C)C)CC2)cc1 (stereo not drawn),-14,4,-4,9,15,11,11,-11,15,-3,5
CCN(CC)C(=O)C1=C(C)Nc2nnnn2C1c1cccnc1 (stereo not drawn),6,-7,-4,-11,2,1,16,3,5,9,1
O=C(NCc1cccnc1)C1CCCCN1S(=O)(=O)c1ccc(F)cc1 (stereo not drawn),-14,4,-7,-4,18,4,-2,9,9,-11,-4
Cc1ccc(C(=O)Nc2c(C)n(C)n(-c3ccccc3)c2=O)cc1,-7,-11,-6,6,0,-8,7,13,22,8,3
N#Cc1ccc(OCC(=O)OCC(=O)N2CCc3ccccc32)cc1,-15,-3,-11,x,0,0,-4,9,11,-4,x
O=C(NC1CC2CCCC(C1)N2Cc1ccccc1)c1cccc(Cl)c1 (stereo not drawn),2,5,-14,6,-6,6,-1,6,22,5,-5
CC(C)=CCNc1ncnc2c1c(C#N)cn2C1OC(CO)C(O)C1O (stereo not drawn),-2,10,-1,-1,-2,-6,29,0,2,4,x
COc1ccc(NC(=O)CSCC(=O)Nc2ccccc2N2CCCCC2)cc1,19,-3,33,3,-6,12,23,8,8,-16,-1
O=C(/C=C/c1ccco1)NC(=S)Nc1cc(C(F)(F)F)ccc1N1CCOCC1,6,4,13,10,-2,5,14,-14,23,0,3
CCCCn1nnnc1C(c1ccccc1)N1CCN(c2c(Cl)cncc2Cl)CC1 (stereo not drawn),-18,2,x,x,-2,x,x,x,12,23,x
CC(=O)Nc1ccc(NCc2ccc(C)s2)cc1,-14,15,-25,-7,-48,-35,-64,3,-79,-8,0
COCCCNC(=O)CN(c1cc([N+](=O)[O-])ccc1OC)S(C)(=O)=O,-14,-5,10,1,-16,-1,20,-2,6,12,7
CCC1NC(=O)c2ccccc2N1c1cccc(Cl)c1 (stereo not drawn),-2,-6,14,-2,-2,-6,22,-3,32,-3,-1
CC1(C)N([O-])C2=C(CCCC2)[N+]1=O,0,-1,-6,0,-3,5,12,-8,19,-2,x
C=CCn1c(C)cc(-c2csc(NC(=O)C3CCN(c4ncnc5sc(C)c(C)c45)CC3)n2)c1C,-14,-11,13,3,-37,56,-5,1,6,6,x
Cc1cccc(NC(=O)c2cc3c(=O)n4ccccc4nc3n(CC(C)C)c2=N)c1,2,5,-1,22,-57,1,54*,-30,-3,-1,1
Cc1ccc(NS(=O)(=O)c2coc(C(N)=O)c2)cc1F,-13,1,5,-3,-2,-7,6,9,3,-10,2
NC(=O)CSc1nnc(COc2ccccc2)n1C1CCCCC1,0,-2,-2,-2,11,-7,3,-13,5,-8,x
CCCCCn1c(C(Cc2ccccc2)NC(C)=O)nc2ccccc21 (stereo not drawn),-33,-5,-15,-14,-10,7,1,12,17,9,0
CC1CC(C)CN(CCCCOc2ccc([N+](=O)[O-])cc2)C1 (stereo not drawn),12,-5,4,-3,11,10,-2,0,14,-11,-2
O=C(CN(C(=O)Cn1nnc(-c2ccccc2F)n1)c1cccc2c1CCCC2)NCc1ccccc1,-6,3,-2,19,-2,60,10,1,12,-4,-3
OCCCNc1cc(-c2ccnc(Nc3cccc(Cl)c3)n2)ccn1,99*,33,86*,u,97*,90*,103*,11,-24,59*,0
COc1cc(-c2nnc(SCC(=O)O)n2-c2ccccc2)cc(OC)c1OC,-4,-17,-20,4,-4,14,-2,8,8,-2,3
COc1cc(C(CC(=O)N2CCN(c3ccccc3)CC2)c2c(OC)cc(OC)c3ccc(=O)oc23)cc(OC)c1OC (stereo not drawn),-11,-12,8,4,1,12,-5,-12,11,-7,1
O=C(c1cnn(C(=O)c2cccc(S(=O)(=O)N3CCOCC3)c2)c1)c1ccccc1O,-26,7,14,-11,-7,-11,-7,8,21,15,1
CC(C)(CNc1ccc([N+](=O)[O-])cc1Cl)N1CCOCC1,-18,4,5,3,24,-8,24,0,19,-3,2
CC1(C(=O)NCc2ccc(Cl)cc2)CCN1C(=O)Cc1cccs1 (stereo not drawn),4,4,19,x,12,-14,-9,-16,15,8,x
COC(=O)C1CN(S(=O)(=O)c2ccc(C)cc2)CCN1S(=O)(=O)c1ccc(C)cc1 (stereo not drawn),-4,21,-6,11,18,24,2,0,-1,8,0
CCOc1ccc(-n2c(N)c(C(=O)NCC3CCCO3)sc2=S)cc1 (stereo not drawn),13,-16,2,10,-21,-14,3,-3,-1,10,1
Cc1ccccc1C(=O)Nc1ccc(S(=O)(=O)N2CCOCC2)cc1,1,-22,5,11,-1,0,-2,4,11,2,0
COc1ccc(-c2ccc3c(c2)C2CC3CCN2)cc1 (stereo not drawn),1,-9,13,-6,6,-37,-8,5,4,-21,x
CCCCn1c(CN2CCN(C(=O)OCC)CC2)nc2c1c(=O)[nH]c(=O)n2C,9,-2,-10,4,0,7,11,-12,-5,-17,2
CC(=O)c1c(OCC(=O)N(C)C2CCCCC2)ccc2c(C)cc(=O)oc12,-4,11,-24,3,-11,-1,-6,17,0,0,x
Cc1c(C(=O)NCC2CCCO2)cccc1[N+](=O)[O-] (stereo not drawn),-17,9,16,-3,7,5,-1,2,17,-5,0
Cc1cc(C)c(S(=O)(=O)N2CCN(c3ccccn3)CC2)c(C)c1,-1,7,-6,7,-11,-16,18,6,26,2,x
Cc1ccc2c(c1)C(c1ccccc1)N(C(=O)c1ccc(Br)cc1)CC(=O)N2 (stereo not drawn),-33,0,15,0,12,5,20,-3,35,-9,x
CCOC(=O)c1sc(=NC(=O)/C=C/c2ccccc2)n(C)c1C,-48,3,8,-51,-28,-74,-125,1,-117,-23,0
c1ccc(Cc2nnc3sc(-c4ccc5c(c4)OCCO5)nn23)cc1,-127,-8,1,-31,-40,-31,-302,27,-207,-1,7
COC1CCCCC1NS(=O)(=O)c1ccccc1 (stereo not drawn),-34,0,-9,8,-10,2,-8,6,1,-21,-1
CCN1CCN(CCC2Oc3cc([N+](=O)[O-])ccc3NC2=O)CC1 (stereo not drawn),-53,-1,-2,-7,-8,4,9,3,-7,-2,3
CC(NC(=O)Cc1ccccc1)C(=O)O (stereo not drawn),4,-5,-16,0,-6,-38,-4,8,-2,-4,0

# A second format for part of the listing above:
smiles	NR2E3 ag-1	C8 TRAIL sens	CF NFkB block	MITF TRPM1 inh	TWEAK Fn14 block	Shn3 3UTR inh	Peg3 promoter	KKLEB cytotox	HIF-2a inh	TROY signal inh	NR2E3 ag-2
c1ccc(Cc2nnc3sc(-c4ccc5c(c4)OCCO5)nn23)cc1	-127	-8	1	-31	-40	-31	-302	27	-207	-1	7
CC(NC(=O)Cc1ccccc1)C(=O)O (stereo not drawn)	4	-5	-16	0	-6	-38	-4	8	-2	-4	0

# Screening data deposited in PubChem by several laboratories.
